Growth percent in the NCI-60 one-dose screen (48 h, 10 µM unless noted): 100 = growth as untreated, 0 = no growth, -100 = all killed.
ACHN: ACHN renal cancer | 4.9% of 81,000 active | AID 1794771
NCI-H460: NCI-H460 lung cancer. 6.8% of 82,000 active
786-0: 786-0 renal cancer cells | 5.1% of 81,000 active | AID 1794775
TK-10: TK-10 renal cancer cells; 3.9% of 81,000 active
CAKI-1: CAKI-1 renal cancer; AID 1794772; 4.7% of 75,000 active
RXF 393: RXF 393 renal cancer cells; 6.9% of 77,000 active
NCI-H322M: NCI-H322M lung cancer; 2.7% of 80,000 active
NCI-H522: NCI-H522 lung cancer; 8% of 78,000 active; AID 1794739
UO-31: UO-31 renal cancer. 5.2% of 81,000 active. AID 1794768
An asterisk follows results filed as active; · = no result given; & = joins results of further samples; [ ] = remark or other dose. How the source made its calls: active means growth percent below 10; inactive means the rest.

SMILES | ACHN | NCI-H460 | 786-0 | TK-10 | CAKI-1 | RXF 393 | NCI-H322M | NCI-H522 | UO-31
O=C(Nc1ccc(NC(=O)c2cc(S(=O)(=O)NC3CCCCC3)c(O)c(O)c2O)cc1)c1cc(S(=O)(=O)NC2CCCCC2)c(O)c(O)c1O | 106 | 96 | 104 | 105 | · | 84 | 93 | 82 | 81
Cc1cc(OC(=O)CCl)ccc1C(C)(C)C | 105 | 105 | 98 | 106 | 99 | 116 | 104 | 99 | 91
N#CCCNC=O | 100 | 100 | 100 | 98 | 89 | 101 | 98 | 99 | ·
CCN(CC)c1ccc2c(c1)OS(=O)(=O)N=C2 | 102 | 109 | 93 | 101 | 95 | 119 | 107 | 98 | 83
CC(C)(C)c1[nH]nc2c1C(c1cc3ccccc3[nH]c1=O)Nc1cc(C(=O)OCc3ccccc3)ccc1N2 (stereo not drawn) | 29 | 19 | 49 | 48 | 55 | 60 | 63 | 75 | 47
Nc1nccnc1C(=O)O | 102 | 103 | 104 | 100 | 97 | 90 | 106 | 100 | 85
COc1ccc(Cn2cc3c(c2)-c2nc(N)ncc2CC3)cc1 | 99 | 110 | 98 | 161 | 98 | 122 | 128 | 95 | 93
COC(=O)[C@H](Cc1cn(C)cn1)NC(=O)[C@H](Cc1ccccc1)NC(=O)Nc1cc(C(F)(F)F)cc(C(F)(F)F)c1 | -96*[100 µM] | -50*[100 µM] | -91*[100 µM] | -98*[100 µM] | · | -84*[100 µM] | -94*[100 µM] | · | -93*[100 µM]
O=C1c2ccccc2C(=O)N1CC(O)CCl (stereo not drawn) | 97 | 103 | 96 | 103 | 93 | 124 | 95 | 95 | 87
CCOC(=O)c1c(-c2ccc3c(c2)OCO3)c(C#N)c2c(C#N)c(N)nn2c1N | 83 | 88 | 94 | 79 | 71 | 75 | 96 | 46 | 65
CCN1C(=S)N(CC)C2C1NN=C1SC(c3ccccc3)=CC(=O)N12 (stereo not drawn) | 103 | 117 | 104 | 103 | 99 | 89 | 110 | 94 | 113
Cc1cc(C)c(C(=O)O)c(C)c1 | 115&102 | 108&105 | 100&107 | 95&99 | 97&104 | 110&115 | 107&107 | 99&94 | 94&91
O=c1cc(N2CCN(Cn3cncn3)CC2)c2cc(F)ccc2[nH]1 | 93 | 105 | 94 | 71 | 70 | 72 | 113 | · | 58
CC/C=C\C[C@H](O)C/C=C1/C(=O)C=C[C@@H]1C/C=C\CCCC(=O)NC(C)C | -82* | -4.4* | 0.5* | -0.3* | -0.7* | -65* | 40 | -36* | -62*
Cc1ccc(Sc2oc(-c3ccc(C)cc3)nc2[P+](c2ccccc2)(c2ccccc2)c2ccccc2)cc1 | -6.7* | -40* | 4.0* | 23 | -23* | -19* | 10 | -38* | -22*
COc1cc(O)cc(OC)c1CC(C)=O | 114 | 110 | 102 | 95 | 99 | 105 | 107 | 93 | 96
C[C@@H]1CN(c2cnc(C(=O)Nc3cc(F)cc4cccnc34)cn2)C[C@H](C)N1 | 32 | 89 | 61 | 72 | 66 | 40 | 93 | 52 | 44
COc1ccc(Oc2nc(Nc3ccc(N4CCOCC4)cc3)ncc2NC(=O)c2cccc(C(F)(F)F)c2)cc1 | 80 | 70 | 88 | 93 | 89 | 66 | 84 | 0.6* | 71
Cc1noc(N)c1C(=O)Nc1ccc(F)cc1 | 103 | 118 | 94 | 101 | 101 | · | 114 | 99 | 97
O=C1C2C3C=CC(O3)C2C(=O)N1/N=C/c1ccc2c(c1)OCO2 (stereo not drawn) | 101 | 106 | 109 | 100 | 100 | 128 | 109 | 103 | 82
COc1ccc(C(=O)/C=C/Nc2ccc(S(=O)(=O)O)cc2)cc1 | 109 | 108 | 100 | 102 | 99 | 106 | 119 | 111 | 97
NC(=S)Nc1ccc(C(=O)O)cc1 | 109 | 107 | 107 | 106 | 101 | 102 | 113 | 101 | 98
CC(C)Oc1c(C(=O)O)cccc1[N+](=O)[O-] | 101 | 107 | 111 | 114 | 95 | 118 | 149 | 104 | 98
O=S(=O)(O)c1ccc2c(S(=O)(=O)O)cc(S(=O)(=O)O)cc2c1 | 102 | 105 | 102 | 88 | 102 | 116 | 113 | 75 | 99
O=C1N(CCCCCCO)c2ccccc2[C@]12Oc1ccccc1[C@H]1CC(c3ccc(Br)cc3)=NN12 | 92 | 58 | 91 | 113 | 79 | 106 | 87 | 93 | 74

(cont.)
SMILES | ACHN | NCI-H460 | 786-0 | TK-10 | CAKI-1 | RXF 393 | NCI-H322M | NCI-H522 | UO-31
Cc1cc(OCc2ccccc2)ccc1[N+](=O)[O-] | 107 | 101 | 97 | 98 | 99 | 109 | 104 | 83 | 73
O=c1cc(-c2ccccc2)nc2sc(-c3c[nH]c4ccccc34)nn12 | 93 | 98 | 105 | 112 | 97 | 99 | 83 | 85 | 77
Cn1nc(-c2ccc(O)c(-c3ncc[nH]3)c2)c2ccccc2c1=O | 84 | 78 | 88 | 145 | · | 96 | 81 | 83 | 55
CCOC(=O)/C(Cc1nc(OCc2ccccc2)cc(OCc2ccccc2)n1)=N/O | 86 | 106 | 89 | 99 | 70 | 104 | 107 | · | 51
CN(CCO)c1ncnc2c1ncn2C | · | 109 | 101 | 99 | · | 102 | 107 | 92 | 101
C=C1C(=O)O[C@H]2[C@H]1CC/C(CNC(=O)Cc1c[nH]c3ccccc13)=C\CC[C@@]1(C)O[C@@H]21 | 3.8* | 30 | -36* | -36* | 15 | -72* | 82 | -79* | 35
COc1ccc2nc(-c3ccc(OC)c(OC)c3)cc(-c3nnc(SCC(=O)Nc4ccc(/C(C)=N\O)cc4)o3)c2c1 | 103 | 105 | 97 | 121 | · | 106 | · | 92 | 90
CCOC(CN/C(=C/c1ccc2ccccc2[n+]1C)SC)OCC | 89 | 110 | 97 | 95 | 93 | 99 | 89 | 60 | 71
CN(C)S(=O)(=O)N(C)C | 106 | 106 | 103 | 94 | 103 | 96 | 102 | 82 | 85
O=C(O)c1cc([N+](=O)[O-])ccc1Cl | 105 | 114 | 99 | 81 | 101 | 112 | 117 | 73 | 80
CS(=O)(=O)c1ccc(-c2nc3ccccn3c2/C=N/Nc2nc(-c3ccc(Br)cc3)cs2)cc1 | 103 | 104 | 85 | · | 97 | 100 | 111 | 100 | 85
CCCCCOC(=O)COc1ccc(Cl)cc1Cl | 101 | 101 | · | · | 99 | · | 96 | 98 | 97
O=C1C2CC3CC1CC(O)(C3)C2 | 101 | 112 | 104 | 103 | 99 | 115 | 106 | 101 | 83
Cc1nn2c(/C=C3/C(=O)Nc4ccc(Cl)cc43)c(-c3ccccc3)nc2s1 | 30 | 26 | 41 | 6.6* | 53 | 7.5* | 13 | 44 | 30
O=CNC1(c2ccccc2)CCCCC1 | 107 | 105 | 105 | 99 | 99 | 109 | 104 | 95 | 84
CCCCCC(C)NCC(C)O (stereo not drawn) | 102 | 111 | 104 | 103 | 97 | 115 | 127 | 100 | 95
CC(C)c1ccc(O)c(C(C)(C)C)c1 | 104 | 103 | 103 | 114 | 93 | 110 | 97 | 107 | 87
Cc1ccc(O)c(CN(C)Cc2cc(C)ccc2O)c1 | 102 | 94 | 90 | 101 | 90 | 100 | 97 | · | 78
CCCCC(=O)c1ccc(F)cc1 | 96 | 112 | 103 | 112 | 104 | 123 | 117 | 99 | 85
CCOC(=O)C1=C(N)N(c2ccc(C)cc2)C2=C(C(=O)CC(C)(C)C2)C1c1ccccn1 (stereo not drawn) | 108 | 104 | 100 | 107 | 84 | 109 | 104 | 92 | 77
Cc1cc([N+](=O)[O-])ccc1Nc1ccc(C(=O)Nc2nc(C(=O)N3CCN(C(c4ccccc4)c4ccccc4)CC3)cs2)cc1[N+](=O)[O-] | 69 | 38 | 87 | 106 | 64 | 94 | 59 | 73 | 66
COc1cc(/C=N/NC(=O)COc2ccc(NC(=O)Nc3ccc(Cl)cc3)cc2)ccc1O | 103 | 103 | 98 | 108 | 90 | 111 | 102 | 99 | 88
COc1ccc(C(O)c2cnccc2NC2CCCCC2)cc1OC (stereo not drawn) | 104 | 97 | 94 | 98 | 86 | 99 | 90 | 94 | 73
CCC(C)[C@H]1OC(=O)[C@H](C(C)C)N(C)C(=O)[C@@H](C(C)C)OC(=O)[C@H](C(C)C)N(C)C(=O)[C@@H](C(C)CC)OC(=O)[C@H](C(C)C)N(C)C1=O (stereo partly drawn) | 8.0* | 9.1* | 10 | -8.9* | · | 17 | 8.6* | -2.9* | -14*
COc1ccc(NC(=O)[C@H](C)NC(=O)OC(C)(C)C)cc1C(=O)Nc1cccc(-c2cc(=O)c3c(OC)c(OC)c(OC)cc3o2)c1 | 10 | -21* | 0.5* | -3.4* | 17 | -84* | -0.4* | -46* | 17

4 of these compounds, reformatted:
> Cc1ccc(O)c(CN(C)Cc2cc(C)ccc2O)c1
  ACHN = 102
  NCI-H460 = 94
  786-0 = 90
  TK-10 = 101
  CAKI-1 = 90
  RXF 393 = 100
  NCI-H322M = 97
  NCI-H522 = ·
  UO-31 = 78
> CCCCC(=O)c1ccc(F)cc1
  ACHN = 96
  NCI-H460 = 112
  786-0 = 103
  TK-10 = 112
  CAKI-1 = 104
  RXF 393 = 123
  NCI-H322M = 117
  NCI-H522 = 99
  UO-31 = 85
> CCOC(=O)C1=C(N)N(c2ccc(C)cc2)C2=C(C(=O)CC(C)(C)C2)C1c1ccccn1 (stereo not drawn)
  ACHN = 108
  NCI-H460 = 104
  786-0 = 100
  TK-10 = 107
  CAKI-1 = 84
  RXF 393 = 109
  NCI-H322M = 104
  NCI-H522 = 92
  UO-31 = 77
> Cc1cc([N+](=O)[O-])ccc1Nc1ccc(C(=O)Nc2nc(C(=O)N3CCN(C(c4ccccc4)c4ccccc4)CC3)cs2)cc1[N+](=O)[O-]
  ACHN = 69
  NCI-H460 = 38
  786-0 = 87
  TK-10 = 106
  CAKI-1 = 64
  RXF 393 = 94
  NCI-H322M = 59
  NCI-H522 = 73
  UO-31 = 66

Gathered by group, those above with a CF3 group (two)
SMILES | ACHN | NCI-H460 | 786-0 | TK-10 | CAKI-1 | RXF 393 | NCI-H322M | NCI-H522 | UO-31
COC(=O)[C@H](Cc1cn(C)cn1)NC(=O)[C@H](Cc1ccccc1)NC(=O)Nc1cc(C(F)(F)F)cc(C(F)(F)F)c1 | -96*[100 µM] | -50*[100 µM] | -91*[100 µM] | -98*[100 µM] | · | -84*[100 µM] | -94*[100 µM] | · | -93*[100 µM]
COc1ccc(Oc2nc(Nc3ccc(N4CCOCC4)cc3)ncc2NC(=O)c2cccc(C(F)(F)F)c2)cc1 | 80 | 70 | 88 | 93 | 89 | 66 | 84 | 0.6* | 71

(next part)
SMILES | ACHN | NCI-H460 | 786-0 | TK-10 | CAKI-1 | RXF 393 | NCI-H322M | NCI-H522 | UO-31
Nc1ncnc(Cl)c1[N+](=O)[O-] | 102 | 115 | 108 | 113 | 102 | 97 | 113 | 102 | 80
COc1ccc(N=Nc2cc(-c3ccc(Cl)cc3)oc2O)cc1 | 98 | 105 | 101 | 119 | 79 | 116 | 94 | 94 | 76
CN(C)c1ccc(C(=N)Cc2ccc3ccccc3n2)cc1 | 91 | 87 | 109 | 103 | 73 | 106 | 84 | 83 | 57
CCOC(=O)C(CCC1OCCO1)C(C)=O (stereo not drawn) | 103 | 111 | 97 | 116 | 90 | 119 | 108 | 99 | 97
Cc1nn(-c2ccccc2)c2sc(C(=O)Nc3ccc(Cl)cc3)cc12 | 108 | 114 | 102 | 115 | 116 | 122 | 105 | 103 | 109
O=S(=O)(Nc1ccccn1)c1ccc(NC2Nc3nc4ccccc4nc3S2)cc1 (stereo not drawn) | 99 | 104 | 105 | 106 | 95 | 107 | 93 | 88 | 79
CNCc1c(C)c(C(C)(C)C)cc(C(C)(C)C)c1O | 105 | 116 | 108 | 102 | 95 | 97 | 121 | 110 | 94
COc1ccc(C2=NN(C(=O)c3ccc(S(N)(=O)=O)cc3)C(c3ccc(OC)cc3)C2)cc1 (stereo not drawn) | 99 | 100 | 100 | 93 | 84 | 98 | 100 | 96 | 85
COc1ccc(/C(N)=N/C(N)=N/c2nc3ccccc3s2)cc1 | 81 | 83 | 79 | 117 | 40 | 66 | 98 | · | 57
O=[N+]([O-])c1ccc(S(=O)(=O)N2CCN(c3ccnc4cc(Cl)ccc34)CC2)c([N+](=O)[O-])c1 | 84 | 99 | 81 | 95 | 81 | 74 | 107 | 46 | 55
COc1nccc2c(N(C)C(=O)Nc3ccc(N(C)C)cc3)nc(N)nc12 | 98 | 78 | 91 | 98 | 38 | 54 | 87 | 85 | 83
CNC(=O)c1cc(Oc2ccc3nc(NC(=O)Nc4ccc(CN5CCOCC5)c(C(F)(F)F)c4)sc3c2)ccn1 | 16 | 9.7* | · | 44 | 19 | 45 | 50 | 22 | 27
CCCN(CCC)CC(O)c1cc2c(Cl)cc(Cl)cc2c2cc(C(F)(F)F)ccc12 (stereo not drawn) | 64 | 80 | 90 | 99 | 83 | 74 | 96 | 83 | 35
COc1cc(CNC(=O)CCCC/C=C/C(C)C)ccc1OCc1cn(-c2ccc(F)cc2)nn1 | 88 | 76 | 84 | 103 | · | 95 | 92 | 70 | 86
COc1ccc(/C=C/C(=O)c2cc3c(N)c(C(=O)Nc4ccc(OC)cc4)sc3nc2C)cc1 | 43 | -6.5* | 28 | 41 | 25 | -14* | 36 | -30* | 41
CC(C)CCNC(=O)[C@@H](CC(C)C)n1cccc(NC(=O)OCc2ccccc2)c1=O | 99 | 101 | 107 | 101 | 88 | 104 | 112 | 82 | 82
C/C(=N/NS(=O)(=O)c1ccc(N)cc1)C(C)(C)C | 105 | 102 | 98 | 83 | 97 | 102 | 96 | 83 | 90
COc1cc(C2CC(=O)Nc3ccsc32)cc(OC)c1OC (stereo not drawn) | 102 | 117 | 99 | 91 | 98 | 103 | · | 92 | 88
c1cc(CNCCNCc2ccncc2)ccn1 | 109 | 116 | 104 | 105 | 91 | 107 | 97 | 108 | 84
O=S(=O)(Nc1ncccn1)c1ccc(N=C=S)cc1 | 93 | 110 | 107 | 104 | 103 | 108 | 86 | 111 | 79
CN(C)CCNC(=O)c1cccnc1Nc1cc2ccccc2cc1C(=O)O | 105 | 105 | 99 | 128 | 137 | · | 96 | · | 90
O=C(NNC(=O)c1ccc(Cl)cc1)c1ccccc1 | 107 | 109 | 91 | 106 | 102 | 118 | 93 | 92 | 97

Bioassay records as filed in PubChem.
